Source: PubChem BioAssay
APOBEC3G inh – inhibitors of human APOBEC3G DNA deaminase | 330,000 compounds, 0.28% hits | AID 493012 | inhibition, % at 20 µM | Q9HC16 | recombinant A3G, ssDNA deamination FAM/TAMRA fluorescence;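 active = inhibition of at least 40% at 20 µM, with no more than 30% in the related APOBEC3A deaminase screen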;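 also: plate controls were DMSO wells with A3G for no effect and wells lacking A3G enzyme for full effect; some compounds called inactive have numbers as strong as hits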
EBI2 block – blocks human EBI2 receptor beta-arrestin signaling. AID 651636. 360,000 compounds, 0.81% hits. EBI2 beta-arrestin recruitment, luminescence, 7a,25-OHC stimulated. P32249. inhibition, % at 5 µM; in the data active = inhibition above about 38%;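 also: enzyme fragment complementation signal reports receptor beta-arrestin coupling in cells; 0% = agonist plus DMSO wells and 100% = wells without agonist; some results beyond the cut were filed as inactive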
Target sequence (P32249 whole entry, looked up, the tested form may be a part): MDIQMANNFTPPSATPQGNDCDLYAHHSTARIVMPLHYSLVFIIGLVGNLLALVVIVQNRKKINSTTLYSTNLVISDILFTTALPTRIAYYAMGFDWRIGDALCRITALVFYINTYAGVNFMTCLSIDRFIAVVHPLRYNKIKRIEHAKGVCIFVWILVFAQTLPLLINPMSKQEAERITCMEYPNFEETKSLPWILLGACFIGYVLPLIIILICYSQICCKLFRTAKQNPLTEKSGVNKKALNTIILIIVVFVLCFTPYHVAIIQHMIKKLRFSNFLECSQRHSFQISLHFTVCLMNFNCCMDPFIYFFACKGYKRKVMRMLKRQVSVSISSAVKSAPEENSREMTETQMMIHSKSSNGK
CXCR6 block – CXCR6 (human) receptor inhibition; O00574; CHO-K1 PathHunter CXCR6 beta-arrestin, luminescence; inhibition, % at 20 µM; 360,000 compounds, 0.36% hits; AID 602244; in the data active = inhibition above about 34%, passing the limit was not always enough;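 also: antagonist mode with CXCL16 agonist at 10 nM final; 0% = 10 nM CXCL16 with DMSO and 100% = unstimulated wells without agonist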
Target sequence (O00574 whole entry, looked up): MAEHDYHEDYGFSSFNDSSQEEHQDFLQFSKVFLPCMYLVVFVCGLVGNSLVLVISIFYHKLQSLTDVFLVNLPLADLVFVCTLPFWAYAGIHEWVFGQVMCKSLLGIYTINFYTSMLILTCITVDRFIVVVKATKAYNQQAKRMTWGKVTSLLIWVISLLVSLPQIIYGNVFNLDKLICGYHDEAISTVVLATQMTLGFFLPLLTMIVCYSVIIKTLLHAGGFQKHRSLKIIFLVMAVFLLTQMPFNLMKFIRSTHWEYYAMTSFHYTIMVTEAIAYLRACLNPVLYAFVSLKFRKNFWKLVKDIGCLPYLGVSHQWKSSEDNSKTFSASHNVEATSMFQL
MPTP inh – permeability transition pore inhibition. isolated mouse mitochondria, Ca2+ swelling absorbance, 30 min. 360,000 compounds, 1.4% hits. inhibition, % at 10 µM;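 active = inhibition of 50% or more, scaled per plate between neutral and stimulator controls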;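 also: 0% = DMSO wells given calcium and 100% = 1 mM EGTA wells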
Gli-Sufu block – Gli-Sufu pathway antagonism; 340,000 compounds, 0.74% hits; Sufu-KO-LIGHT fibroblasts, Gli luciferase reporter luminescence; inhibition, % at 5 µM;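 active = inhibition above about 55%, limit read from the data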;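 also: 0% = DMSO-treated cells and 100% = wells with medium but no cells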
CCR6 antag – blocks CCL20-driven beta-arrestin recruitment at human CCR6; CHO-K1 CCR6 PathHunter beta-arrestin, luminescence, CCL20-stimulated; inhibition, % at 20 µM; 340,000 compounds, 0.49% hits; AID 493098;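 active = compounds whose inhibition of the agonist-driven luminescence signal at 20 µM reaches about 50%, limit read from the data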;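 also: cells stimulated with CCL20 at 14 nM final; plate controls were DMSO with CCL20 for no effect and DMSO without agonist for full effect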
GRIN3A LBD mod – modulators (binders) of human NR3A ligand-binding domain | Tm shift relative to glycine control, % at 25 µM | NR3A LBD differential scanning fluorimetry, Tm shift; 0% = protein alone, 100% = glycine-bound protein | 340,000 compounds, 2.5% hits;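 active = melting temperature shift of at least 10% of the positive control shift, at one fixed dose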
A3A deaminase – blocks human APOBEC3A ssDNA deamination; recombinant A3A, FAM/TAMRA ssDNA deamination fluorescence; inhibition, % at 20 µM; 330,000 compounds, 0.41% hits; AID 493011;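 active = at least 40% inhibition at 20 µM here, with at most 30% in a related deaminase screen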;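 also: plate controls were A3A with DMSO for no effect and wells lacking A3A enzyme for full effect; some results filed as inactive read as strong as hits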
Target sequence (P31941 whole entry, looked up): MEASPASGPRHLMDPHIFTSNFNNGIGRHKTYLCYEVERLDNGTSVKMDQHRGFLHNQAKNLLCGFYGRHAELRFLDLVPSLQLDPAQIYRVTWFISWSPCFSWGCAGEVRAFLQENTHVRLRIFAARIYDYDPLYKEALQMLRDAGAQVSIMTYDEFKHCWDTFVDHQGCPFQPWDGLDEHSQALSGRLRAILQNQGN
* marks the source's active call; other numbers are inactive results; x = no result given.

SMILES	APOBEC3G inh	EBI2 block	CXCR6 block	MPTP inh	Gli-Sufu block	CCR6 antag	GRIN3A LBD mod	A3A deaminase
CC(=O)c1ccc(NC(=O)CSc2nc(Nc3ccccc3)nc(N3CCOCC3)n2)cc1	-3	-3	2	-1.2	3	2	4	0
COc1ccc(NC(=O)C2(N(C(=O)Cn3nnnc3N)c3ccc(OC)cc3)CCCCC2)cc1	5	10	-8	1.0	2	3	0	1
CCOc1ccc(NC(=O)c2ccc3c(=O)n(-c4ccc(OC)cc4OC)c(=S)[nH]c3c2)cc1	-11	10	13	-0.4	x	x	x	-4
CCC(=O)N1CCc2cc(S(=O)(=O)NC(C(=O)Nc3cccc(C)n3)C(C)C)ccc21 (centres undefined)	-1	-5	-10	-0.5	-1	3	0	-2
COc1ccc(N2CCN(CC(O)COC(c3ccc(F)cc3)c3ccc(F)cc3)CC2)cc1 (centres undefined)	x	12	10	2.1	10	11	0	x
Cc1nnsc1C(=O)NNC(=O)c1ccc(C(F)(F)F)cc1	-1	3	8	6.6	-4	13	1	4
COc1cc(NC(=O)c2cc(S(=O)(=O)N3CCCCC3)ccc2N2CCOCC2)cc(OC)c1	-7	2	2	-0.3	-1	13	-1	0
COc1ccc2[nH]c(C(=O)Nc3ccc4c(c3)OCO4)cc2c1	1	1	-16	1.1	-49	9	3	1
CC(=O)N1CCN(c2ccnc3cc(Cl)ccc23)CC1	-4	-1	-6	0.0	9	9	-1	-5
COc1cc(OC)cc(C(=O)OCC(=O)Nc2ccc3[nH]c(=O)[nH]c3c2)c1	-8	1	6	-0.9	5	-8	1	-2
COC(=O)[C@@]1(Cc2ccccc2)[C@H]2C(=O)N(C)C(=O)[C@H]2[C@H]2CN=C(SC)N21	2	-4	0	-2.1	-2	11	5	3
O=C(NNS(=O)(=O)c1ccccc1[N+](=O)[O-])c1cc2ccccc2cc1O	-5	-3	11	1.4	6	-1	1	-2
Cc1cccc(C(=O)Nc2sc3c(c2C(=O)O)CCCC3)c1	-4	-9	5	0.1	11	-1	-4	-4
O=C(Cn1cnc2c(nnn2Cc2ccc(F)cc2)c1=O)Nc1ccc2c(c1)OCCO2	-9	-4	-2	-0.2	4	7	-1	-7
O=C(c1ccc(Cl)cc1)N1CCC(C(=O)N2CCN(c3ncccn3)CC2)CC1	0	48*	-1	-0.1	-3	-5	0	25
CCCCC(c1nnnn1CC1CCCO1)N1CCN(c2nc3ccccc3s2)CC1 (centres undefined)	x	17	8	-1.9	2	-16	0	x
CCOc1ncccc1C(=O)OCC(=O)NC1CCCCC1	-7	3	1	-0.7	-2	0	2	-5
COc1cccc(CNC(=O)c2ccc(C3SCCS3)cc2)c1	-5	10	5	-0.7	-10	6	-1	4
Cc1c(O)ccc2c(CN3CCOCC3)cc(=O)oc12	-5	1	-9	-0.2	2	-2	0	-6
CC1=NN(c2ccc(N)cc2)C(=O)C1	19	-10	4	-0.8	-10	11	2	-1
CCN(CC)S(=O)(=O)c1ccc2c(c1)c(=O)c(C(=O)NCCc1ccccc1)cn2C	-7	-3	7	1.5	26	26	-11	-5
CC(CC(=O)O)CC(=O)Nc1cc(C(F)(F)F)cc(C(F)(F)F)c1 (centres undefined)	-7	-22	1	2.2	15	-3	1	-3
CCN(CC)C(=O)c1sc(NC(=O)c2ccncc2)c(C(=O)OC)c1C	14	-25	2	1.0	-1	5	1	-6
Cc1ccc(C(=O)Cn2nnc(-c3ccccc3-n3cnnn3)n2)cc1	-3	-8	6	0.2	-2	-2	-2	0
O=C(CCCn1nnc2ccccc2c1=O)N[C@H](C(=O)O)c1ccccc1	-6	-7	6	-0.4	-5	8	1	1
COc1ccc2nc(SCC(=O)c3c(N)n(C4CC4)c(=O)[nH]c3=O)[nH]c2c1	-6	-6	10	-0.5	-4	-7	-2	-2
CCN1C(=O)/C(=C2/C=CC=CN2C)SC1=S	0	4	12	3.6	24	5	-4	0
COc1ccccc1NC(=S)N1CCN(c2ccc(F)cc2)CC1	-6	0	1	1.7	x	11	0	-6
COc1ccc(C(=O)CNc2ccccc2C#N)cc1	-5	17	4	1.5	-37	-3	0	-1
CN1CC(=O)N(CC(=O)Nc2ccc3c(c2)CCC3)C1=O	-6	-9	3	-0.3	x	6	-2	2
CN(C)C(CNC(=O)C1CCN(S(=O)(=O)c2cccc(Cl)c2Cl)CC1)c1ccccc1 (centres undefined)	-7	-5	-3	1.3	8	9	-3	2
COc1ccc(Cc2nnc(NC(=O)Cn3cnc4c3c(=O)n(C)c(=O)n4C)s2)cc1OC	-5	5	-2	0.1	-5	10	0	-2
COc1ccc(C(=O)NCCCN2CCOCC2)cc1S(=O)(=O)N1CCCc2ccccc21	-3	0	0	0.5	6	-3	0	0
[N-]=C=C1C(=S)NC(=O)[C@H]([n+]2ccccc2)[C@H]1c1ccc(Cl)cc1	-5	6	3	-3.0	2	3	12*	-3
Cc1cc(-c2cn3ccccc3n2)c(C)n1-c1ccccc1	-12	2	13	-0.5	-14	8	-3	-8
O=C(CN1C(=O)NC2(CCCC2)C1=O)Nc1ccc(OC(F)(F)F)cc1	-4	7	-2	1.0	-9	3	0	-3
CCOc1ccccc1CN1CCN(CCCn2cccn2)CC1CCO (centres undefined)	-10	-6	9	-1.0	18	3	2	-1
Cc1ccc(N(C)S(=O)(=O)c2cccc(C(=O)N(C)Cc3cnn(-c4ccccc4)c3)c2)cc1	-6	0	-2	7.6	23	11	-3	0
COc1ccc(C(=O)c2ccc3oc(-c4ccc(OC)cc4)c(-c4ccc(O)cc4)c3c2)cc1	-10	15	0	0.2	-8	11	11*	-4
COc1ccc(CNC(=O)CN(Cc2ccccc2)C(=O)CCC(=O)Nc2nccs2)cc1	-8	-6	-6	-0.3	-13	0	0	-8
CC12CC3(C)CC(C)(C1)CC(C(=O)NCCc1ccc(S(N)(=O)=O)cc1)(C2)C3	-4	18	3	-0.4	16	11	-4	-2
O=C(CSc1ccc(-c2cccnc2)nn1)Nc1ccccc1F	-4	-10	0	0.3	3	-6	-2	1
Oc1ccc(C[C@H]2CNCCN2CCC23CC4CC(CC(C4)C2)C3)cc1	0	-19	-3	0.3	4	-5	1	-3
C#CCOCCOCCOCCNc1nc(N2CCN(C(=O)[C@H](CCC(=O)O)n3cc([C@@H](N)CCCCN)nn3)CC2)nc(N2CCN(C(=O)[C@H](CCC(=O)O)n3cc([C@@H](N)CCCCN)nn3)CC2)n1	-4	-5	-1	3.1	-12	-6	-2	-5
CCN(CC)c1ccc(C=Nc2ccc(OC)c(S(=O)(=O)N3CCOCC3)c2)c(O)c1	-1	1	-6	-1.5	-1	3	-2	1
O=C(CCc1nnc2ccc(NCc3ccco3)nn12)Nc1cccc(F)c1	11	-1	5	-0.4	1	10	2	6
O=C(Cc1cccc(NC(=O)C2CCCN(C(=O)C3CCC3)C2)c1)Nc1ccc(C(=O)N2CCCCC2)cc1 (centres undefined)	x	-10	8	-0.7	0	3	0	x
O=C(O)c1cccc(CN2C(=O)SC(Nc3cccc4ccccc34)C2=O)c1 (centres undefined)	-15	-3	-5	-3.0	-7	6	0	-2
Cc1ccc(S(=O)(=O)Nc2cc(C(=O)N3CCOCC3)ccc2N2CCCCC2)cc1	2	0	3	1.1	12	-6	1	1
C(=N\Nc1ccc2ccccc2n1)/c1ccc2c(c1)OCCO2	-12	1	1	0.4	41	8	-22	0
CCCCSc1nnc([C@@H]2CCCN2C(=O)OC(C)(C)C)o1	-7	-2	7	-2.3	3	18	0	-4
O=C1Nc2ccc([N+](=O)[O-])cc2OC1CCN1CCCC1 (centres undefined)	-1	1	5	-1.9	2	-2	-1	2
COc1ccc(-n2c(N)c(C(=O)Nc3c(C)n(C)n(-c4ccccc4)c3=O)c3nc4ccccc4nc32)cc1	-5	5	3	3.5	3	4	0	2
c1ccc(-n2nnnc2SCc2cccc3nsnc23)cc1	4	-2	1	0.0	7	5	4	6
Cc1cc(C(=O)Nc2sc3c(c2C#N)CCCC3)no1	25	4	1	-2.1	-54	-6	4	-1
O=C(CSc1ccccn1)Nc1nc2c(ccc3ccccc32)s1	3	-1	-14	3.6	-5	6	-3	4
COc1ccc(Br)cc1/C=N/NC(=O)c1cc(OC)c(OC)c(OC)c1	-9	2	-2	-1.2	4	19	1	14
Cc1ccc2c(c1)cc1c(=O)n(CC(=O)N3CCCC3)nc(C)n12	-5	-2	-10	-1.1	7	-4	-3	-3
O=C(Cc1ccc(F)cc1)OCC(=O)N1CCN(S(=O)(=O)c2ccc(Cl)cc2)CC1	3	-1	3	0.1	-4	2	0	-5
Cc1cccc(OCC(=O)NCCCNC(=O)c2ccncc2)c1	-8	2	-1	-1.2	7	-6	2	-6

Pulled by compound from above (two):
SMILES	APOBEC3G inh	EBI2 block	CXCR6 block	MPTP inh	Gli-Sufu block	CCR6 antag	GRIN3A LBD mod	A3A deaminase
CC(=O)N1CCN(c2ccnc3cc(Cl)ccc23)CC1	-4	-1	-6	0.0	9	9	-1	-5
COc1cccc(CNC(=O)c2ccc(C3SCCS3)cc2)c1	-5	10	5	-0.7	-10	6	-1	4

Continued.
SMILES	APOBEC3G inh	EBI2 block	CXCR6 block	MPTP inh	Gli-Sufu block	CCR6 antag	GRIN3A LBD mod	A3A deaminase
CC(=O)Oc1ccc2c3c(c(=O)oc2c1C)CCCC3	-8	-7	-6	-0.8	-10	1	-3	-1
CCN(CC)C(=O)COc1ccc2c(-c3ccccc3)cc(=O)oc2c1	-2	-2	5	-1.2	0	15	5	3
CC(=O)/C=C1/SC(CC(=O)O)C(=O)N1c1ccccc1 (centres undefined)	-5	-3	2	-0.4	-19	5	-2	-3
CCOc1ccc(S(=O)(=O)N(CC)CC(=O)N2CCOCC2)cc1C	-12	-3	-16	-0.6	-8	11	2	-3
O=C(COC(=O)c1cc(Br)ccc1Cl)NC1CC1	x	-15	-4	0.3	11	2	-4	x
COc1cc2[nH]c(=S)n(Cc3ccc(F)cc3)c(=O)c2cc1OC	-7	-3	3	-0.8	6	15	16*	-1
O=C(Nc1ccc(Cl)c(C(F)(F)F)c1)[C@@H]1CC=C[C@@H]2CCN(C3CCCCC3)C(=O)[C@@H]21	-2	1	-6	2.8	26	4	-1	3
Cc1ccc(C)c(COC(=O)CCN=C2NS(=O)(=O)c3ccccc32)c1	-10	4	-4	0.0	-7	4	4	-1
Cc1c(NC(=O)c2coc(=O)c(Br)c2)c(=O)n(-c2ccccc2)n1C	5	-2	20	0.9	3	12	-2	8
Cc1ccc(Nc2nc(=O)c3cccnc3s2)cc1	1	4	2	-0.4	-65	0	x	-2
COc1ccc(OC)c(NC(=O)C(=O)c2cn(CC(=O)N3CCCC3)c3ccccc23)c1	-9	6	7	1.5	14	23	-5	-3
O=C(c1ccc(CS(=O)Cc2cccc(Cl)c2)o1)N1CCN(C2CCCCC2)CC1 (centres undefined)	-7	11	4	-1.1	13	17	-1	-6
COc1cc(C(=O)Nc2nc(OC)c(-c3ccccc3)c(OC)n2)cc(OC)c1OC	0	-17	8	-0.1	2	11	-2	3
COc1ccc(S(=O)(=O)N2CCC(C(=O)NC3CCCCC3)CC2)cc1C	-7	-6	2	0.7	-5	9	-1	-1
COc1ccc2c(c1)Cc1sc(NC(C)=O)nc1-2	-5	10	-5	-0.4	-97	23	-13	-3
Cn1c(=O)[nH]c(=O)c2c1nc(CN1CCN(c3ccccc3F)CC1)n2CC(N)=O	-10	-3	1	-0.1	1	5	0	-2
CCN1CCN(c2ncnc3c2nnn3Cc2ccccc2)CC1	-3	12	7	-1.0	10	14	1	4
COc1ccc(NC(=O)CC2C(=O)N(c3ccc(Cl)cc3)C(=S)N2CCc2ccncc2)cc1 (centres undefined)	-9	6	0	2.6	11	-3	10*	4
Cc1ccc2c(c1)-c1c(cnn1CC(=O)Nc1ccccc1N1CCN(C)CC1)CO2	-8	-10	2	19	2	8	-3	-3
CCNC(=O)N1CCC(c2nc3ccccc3s2)CC1	0	7	6	0.0	-7	-6	-4	4
COc1ccc(CN(CCC#N)C(=S)NC(=O)c2ccccc2)cc1	-7	7	6	-3.3	0	10	4	-7
